MgcRacGAP inhibition: MgcRacGAP GTPase-activating activity inhibitors, confirmation, biochemical, ADP Hunter fluorescence; MgcRacGAP-stimulated Rac1 GTP hydrolysis, ADP Hunter fluorescence; higher % means a stronger effect; GST-tagged Rac1 F28L mutant substrate; inhibition, % at 30 µM; hits with a dose series show IC50 in µM; actives 0.6% (n = 340,000); AID 624330;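 active = first-screen hits whose inhibition reached a set limit at any dose in the follow-up dose series; inconclusive = inhibition above the set first-screen limit but never retested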;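 note: fluorescence reports GDP produced by GAP-driven GTP hydrolysis; strong numbers were not always called active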
TNAP activation fold: human TNAP enzyme activators, primary screen, biochemical, luminescent, no phosphate acceptor, uHTS (AID 1001). actives 0.03% (n = 200,000). one-dose activation fold at 20 µM; EC50 in µM for titrated hits. purified TNAP, luminescent activation assay, no phosphate acceptor; higher activation fold means a stronger effect; in the data active = activation fold from about 3, or a potency from the dose series; inactive = the rest, 99 in 100 with activation fold below about 1.6; note: many of its hits are not listed in these tables
K1F lysis inhibition: protection from phage-mediated lysis, alamar blue read-out – E. coli UTI89, K1F phage, bacterial capsule biogenesis inhibitors (AID 488966) | actives 0.02% (n = 340,000) | inhibition, % at 100 µM; hits with a dose series show IC50 in µM | E. coli UTI89 K1F phage lysis, alamar blue, 2 h; higher % means a stronger effect;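 active = phage lysis inhibition, versus mean bacterial control, above a set limit; inconclusive = no clear call, values can overlap the other calls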;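 note: capsule biogenesis inhibitors block K1F phage lysis so surviving cells raise fluorescence; higher fluorescence means more inhibition of phage lysis; actives were called in the ten point dose series up to 300 µM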
Myeloid diff 2: promotes myeloid progenitor differentiation; ER-HoxA9 myeloid progenitors, lysozyme-GFP differentiation, flow cytometry; calls only at 10 µM; actives 1% (n = 360,000); AID 624256;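 active = normalized GFP-positive differentiation at or above the plate's own cutoff, the solvent-only control mean plus 3 SD; inconclusive = no clear call, values can overlap the other calls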;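 note: cells exposed to compound for four days before flow analysis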
Large T inhibition: SV40 large T antigen inhibitors, biochemical (AID 1903) | actives 0.39% (n = 310,000) | SV40 large T antigen ATPase/helicase inhibition assay; higher % means a stronger effect | one-dose inhibition, % at 20 µM; IC50 in µM for titrated hits; in the data active = a potency from the dose series; inconclusive = inhibition mostly from about 32% at the one dose, without a potency; inactive = the rest, 99 in 100 with inhibition below about 32%; note: strong numbers were not always called active
RSV CPE inhibition: inhibition of RSV-induced cytopathic effect – HEp-2 cells, primary 10 µM value included (AID 2391); HEp-2 cells, RSV-induced CPE inhibition; higher % means a stronger effect; CPE inhibition, % at 10 µM; hits with a dose series show IC50 in µM; actives 0.13% (n = 310,000); in the data active = a potency from the dose series; inconclusive = CPE inhibition mostly from about 23% at the one dose, without a potency; inactive = the rest, 99 in 100 with CPE inhibition below about 21%; note: strong numbers were not always called active
T cell HTS: T cell immune modulation candidate; 2C CD8+ T cell-vesicle binding, flow cytometry; hits give low values; calls only at 7 µM; actives 0.068% (n = 330,000); AID 2052;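 active = response, share of CD8 T cells binding vesicles, and their 90th percentile fluorescence all below set limits, cut at about 80% in these data, passing the limit was not always enough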
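Incubation: binding step 1.5 h, 37 °C, antibody labelling 20 min, ice; system: murine 2C transgenic CD8+ T lymphocytes; technique: cytometric PE anti-B7-1 and Alexa647 anti-CD8 signals after 1% paraformaldehyde fixation; also added: QL9-charged Drosophila Ld/ICAM-1/B7-1 vesicles; control set: naked versus QL9-loaded vesicles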
NTR1 agonist: NTR1-driven beta-arrestin-GFP spot formation – imaging, U2OS cells, high content, primary screen (AID 493036); P30989; actives 0.17% (n = 330,000); activation, % at 20 µM; agonist mode;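 active = activation at or above 40% of the spot to cytoplasm intensity ratio, with at least 20 cells analyzed; inconclusive = wells under 20 cells, flagged as cytotoxic or low count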;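 note: 0% = DMSO without peptide and 100% = 100 nM NTR1 peptide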
Target sequence (P30989 whole entry, looked up): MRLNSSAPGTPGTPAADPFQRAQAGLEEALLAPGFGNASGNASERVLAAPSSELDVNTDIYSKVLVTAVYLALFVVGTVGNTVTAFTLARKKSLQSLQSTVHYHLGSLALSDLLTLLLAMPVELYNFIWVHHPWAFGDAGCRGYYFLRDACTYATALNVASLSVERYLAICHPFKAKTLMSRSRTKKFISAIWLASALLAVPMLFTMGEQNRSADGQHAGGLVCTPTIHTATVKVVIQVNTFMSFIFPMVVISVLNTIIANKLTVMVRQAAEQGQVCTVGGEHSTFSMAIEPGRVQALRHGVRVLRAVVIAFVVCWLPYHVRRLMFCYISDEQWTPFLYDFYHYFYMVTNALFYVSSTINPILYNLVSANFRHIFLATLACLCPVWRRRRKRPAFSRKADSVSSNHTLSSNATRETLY
PhoP inhibition: PhoP-dependent GFP reporter repression – Salmonella Typhimurium, primary screen (AID 1863); S. Typhimurium PhoP-regulated promoter GFP reporter, 4 h; higher % means a stronger effect; inhibition, % at 50 µM, or IC50 in µM where a hit was titrated; actives 0.16% (n = 300,000);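 active = inhibition over 29.93%, a cutoff 3 SD above the screen mean, later confirmed by dose response; inconclusive = inhibition over 29.93% but no dose response follow-up; inactive = inhibition at most 29.93% or unconfirmed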;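 note: 0% = low Mg2+ inducing control and 100% = high Mg2+ repressing control; strong numbers were not always called active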
T cell HTS vesicle-bound %: also measured in T cell HTS; calls as there; double positive events, %; measured here: CD8+ vesicle-bound cell fraction;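 binding gate set so that unloaded-vesicle control wells show 10% double positive cells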
NTR1 agonist cell count 20 µM: recorded beside NTR1 agonist, whose call it bears; cell count; measured here: cell count, cytotoxicity flag
Myeloid diff 2 GFP+ MAC1+ %: also measured in Myeloid diff 2; calls as there; GFP+ MAC1+ double positive, %; measured here: differentiation confirmed by MAC1 staining
The depositor's hits bear a star; i = inactive; ? = inconclusive; nt = no result given; + = active, no number; & = joins results of further samples; [ ] = another dose, or the depositor's remark.

SMILES	MgcRacGAP inhibition	TNAP activation fold	K1F lysis inhibition	Myeloid diff 2	Myeloid diff 2 GFP+ MAC1+ %	Large T inhibition	RSV CPE inhibition	T cell HTS	T cell HTS vesicle-bound %	NTR1 agonist	NTR1 agonist cell count 20 µM	PhoP inhibition
CC12CC(NC(=O)N1c1cccc(C(=O)NCc3ccccn3)c1)c1ccccc1O2 (centres undefined)	0%	nt	0.1%	i	5.5	5%	-0.1%	i	31	0.2	38	-4%
CCOC(=O)Nc1ccc2c(CN(C)Cc3ccc(F)cc3)cc(=O)oc2c1	4%	nt	0.1%	i	0.6	6%	1.6%	i	23	0.9	50	4%
Cc1ccc(NC(=O)C(=O)NCc2ccc(/C=C(/C#N)C(=O)NCc3cccnc3)o2)cc1C	7%	1	3.0%	i	0.1	18%	2.4%	i	25	11	50	0%
CCOC(=O)N1CCN(C(=O)c2ccc3c(c2)sc2nc(-c4ccccc4)cn23)CC1	15%	1	0.0%	i	0.8	9%	2.2%	i	30	-1.4	40	5%
CC(C)CC(=O)Nc1cc([N+](=O)[O-])ccc1Cl	4%	1.1	5.3%	i	5.0	-2%	1.2%	nt	nt	6.5	48	2%
COCC(=O)Nc1ccc(S(=O)(=O)Nc2cc(C)nc(C)n2)cc1	4%	1	8.9%	i	1.6	-5%	1.5%	i	55	0.1	64	-2%
CC(C)=CCN1CCN(Cc2cn[nH]c2C2CCCCC2)CC1CCO (centres undefined)	nt	1.1	nt	nt	nt	8%	-2.4%	i	55	-1.0	40	3%
Cc1ccc(Cl)cc1NC(=O)COC(=O)CCN1C(=O)C2CC=CCC2C1=O (centres undefined)	0%	nt	-0.6%	i	0.7	nt	nt	i	32	0.4	62	nt
Cc1ccc(C(=O)N2CCCC(CCC(=O)NCc3ccccc3F)C2)cn1 (centres undefined)	7%	nt	0.6%	i	3.7	23%	-0.1%	i	39	1.1	63	-5%
O=C(CCC(=O)N1CCOc2ccc(Cl)cc21)NCCCN1CCC(Cc2ccccc2)CC1	-1%	nt	3.5%	i	3.7	6%	-1.2%	i	18	0.1	27	nt
Cc1cn([C@H]2C[C@H](O)[C@@H](CCC(=O)NCCc3c[nH]c4ccccc34)O2)c(=O)[nH]c1=O	8%	nt	0.0%	i	0.6	nt	nt	nt	nt	-1.5	59	nt
COc1cccc2cc(C(=O)NCCN3CCOCC3)oc12	5%	nt	0.4%[50 µM]	i	2.4	10%	2.0%	i	15	0.0	60	2%
CC(C)CCN1C(=O)c2ccc(C(=O)Nc3ccc(Br)cc3C(=O)O)cc2C1=O	12%	nt	0.4%	i	0.2	17%	8.0%	i	62	4.2	66	-5%
O=C(NCCC1CCCCN1S(=O)(=O)c1ccc(Cl)cc1)C(=O)NCCN1CCOCC1 (centres undefined)	4%	nt	-1.3%	nt	nt	13%	-1.3%	i	43	0.5	58	-4%
CCN(CC)S(=O)(=O)c1cccc(NC(=O)COc2ccc(Cl)cc2Br)c1	7%	1.2	0.2%[50 µM]	i	1.9	-2%	17%	i	50	14	70	-7%
CC(=O)c1ccc(NC(=O)CSc2nc(Nc3ccccc3)nc(N3CCOCC3)n2)cc1	8%	nt	1.8%[50 µM]	i	1.2	10%	15%	i	20	0.5	44	-8%
COc1ccccc1C(=O)NNC(=O)C(=O)NC(C)(C)C	4%	1.1	0.6%	i	0.1	6%	1.8%	i	28	0.8	45	2%
Cc1[nH][nH]c(=O)c1C(c1c(C)[nH][nH]c1=O)c1cn(Cc2ccc(Cl)c(Cl)c2)c2ccccc12	-2%	1.6	2.8%	?	nt	18%	0.2%	i	36	nt	nt	-4%
COc1cccc(CNn2cn[nH]c2=S)c1OCc1ccccc1	3%	1	0.3%	i	0.4	9%	1.1%	i	54	2.4	74	-10%
Cc1oc(-c2ccc(Cl)cc2)[n+]([O-])c1C	5%	1.1	4.4%	i	1.4	12%	0.6%	i	56	-0.9	87	1%
O=C(O)C1CCCN1C(=O)NC1CCCCC1 (centres undefined)	-4%	nt	-0.1%	i	0.3	5%	0.0%	i	54	0.4	60	-8%
CCN1C(=O)C(CC(=O)NCc2ccc(Cl)cc2)N(CC)C1=O (centres undefined)	5%	1	7.2%	i	0.7	-1%	1.8%	i	19	0.0	56	-9%
COc1nccc(C(F)(F)F)c1C(=O)NC(=O)Nc1ccccc1	4%	nt	1.6%	i	1.0	22%	nt	i	13	-0.6	63	-11%
C=CCNCCOCCOc1ccccc1-c1ccccc1	19%	1	0.3%	i	0.1	-1%	0.9%	i	60	-2.1	88	3%
N#CCCn1nc(-c2ccc(Cl)cc2)cc1Nc1ccccc1NC(=O)C(F)(F)F	-18%	1.2	0.1%[50 µM]	i	0.2	3%	?	i	46	7.3	80	4%
Cc1csc2nc(CSc3ccc(Cl)cc3)cn12	16%	1.1	5.1%	i	0.6	1%	0.1%	i	48	0.3	55	14%
Cc1cc(C(=O)N/N=C\C(Br)=C\c2ccccc2)c(C)o1	nt	1	nt	i	0.2	8%	4.9%	i	44	3.7	82	-6%
COc1ccccc1S(=O)(=O)CC(O)COc1ccccc1Cl (centres undefined)	-4%	nt	-0.1%	i	0.8	6%	2.2%	i	25	-0.2	54	-6%
COc1ccc(C(=O)NCc2cn3ccsc3n2)cc1OC	3%	1	0.1%	i	1.5	1%	2.7%	i	42	3.8	50	-6%
CS(=O)(=O)N1CCN(c2ccccc2[N+](=O)[O-])CC1	6%	1	-0.8%	i	0.8	7%	0.0%	i	47	-1.0	88	4%
O=S(=O)(Cc1ccccc1)Nc1ccc(F)cc1	9%	nt	1.8%[50 µM]	i	0.4	7%	1.0%	i	12	0.1	49	1%
CCCCC(=O)/C=C/n1c(=S)oc2ccccc21	-2%	1.1	-1.6%	?	nt	8%	-0.2%	i	62	1.9	90	4%
COc1cc(NC(=O)N[C@@H](Cc2c[nH]c3ccccc23)C(=O)O)c(C(=O)O)cc1OC	nt	nt	-0.7%[50 µM]	i	0.7	4%	0.1%	i	32	-1.0	56	15%
COc1cc(/C=C(\C#N)C(=O)NCC2CCCO2)c([N+](=O)[O-])cc1OC (centres undefined)	12%	1.1	0.2%	i	0.4	4%	1.0%	i	18	0.3	70	-10%
COC(=O)c1ccccc1NC1=C/C(=N\S(=O)(=O)c2cccs2)c2ccccc2C1=O	8%&8%	0.9	1.0%&3.7%	?	nt	5%	-3.8%	i	50	1.4	44	6%
CC1CCN(C(=O)C2CCN(C(=O)c3cc4sccc4n3Cc3ccc(F)cc3)CC2)CC1	0%	1.1	2.0%	?	nt	7%	0.8%	i	23	1.4	60	-1%
COc1ccc(OC(C)C(=O)Nc2ccccc2F)cc1 (centres undefined)	6%	1.1	-0.1%	i	0.1	-2%	1.1%	i	22	1.9	73	4%
COc1ccccc1CNC(=O)CCN1C(=O)c2ccccc2C1=O	9%	nt	0.1%	i	0.4	20%	2.5%	i	54	-1.1	92	0%
CCN(C(=O)COC(=O)c1n[nH]c2ccccc12)c1ccccc1	3%	nt	0.1%[50 µM]	i	0.1	nt	1.0%	i	51	1.5	76	nt
Cc1ccc(C(=O)COC(=O)c2cn3ccccc3n2)cc1	7%	1	-0.2%	i	0.6	11%	-0.2%	i	32	-0.2	35	4%
CCCCNc1nc2ccccc2nc1Cl	10%	1.1	0.0%	i	0.3	9%	-0.5%	i	60	-0.3	85	-4%
O=c1c([N+](=O)[O-])c[nH]c2ccccc12	5%	0.8	6.5%	i	0.2	14%	1.2%	i	62	0.8	91	8%
COC(=O)c1cc(Br)c(=O)n(-c2nccs2)c1	-1%	1.1	4.8%	nt	nt	-6%	2.4%	i	20	2.0	39	3%
COc1ccc(CNC(=O)CC2C[C@H](C(=O)N3CCOCC3)[C@@]3(CCC4CCCC4)c4[nH]c5ccccc5c4CCN3C2=O)cc1OC (some centres undefined)	8%	nt	0.4%	i	0.7	nt	nt	i	4	11	57	nt
CCOc1ccc(C(=O)N2CCC(C(=O)c3ccc4c(c3)OCCO4)CC2)cc1	-2%	1.1	2.5%	i	9.7	3%	5.1%	nt	nt	-0.9	53	3%
CCCCCCNS(=O)(=O)c1ccc(OC)c(OC)c1	4%	1.2	0.2%	i	1.1	-3%	1.8%	i	39	0.8	82	21%
O=C(c1cccc(C(F)(F)F)c1)C1CCCN(Cc2ccc(OCCO)cc2)C1 (centres undefined)	8%	1.1	-1.3%	i	0.3	3%	-0.4%	i	57	1.7	33	1%
CC(=O)c1c(N2CCN(C)CC2)[nH]c(-c2ccccc2)nc1=S	12%	1.1	2.6%	+	1.3*	1%	-1.6%	i	44	0.1	39	11%
CC(NC(=O)c1cc(=O)[nH]c2ccccc12)c1ccccc1 (centres undefined)	1%	1.1	-0.4%	i	0.2	4%	2.1%	i	56	-0.9	47	-4%
Cc1ccc(S(=O)(=O)N2CCOCC2)cc1NC(=O)CSc1n[nH]c(N)n1	0%	1.1	1.1%	i	0.4	4%	2.7%	i	7	0.5	59	-7%
O=C(CSc1n[nH]c(-c2cccs2)n1)NC1CCS(=O)(=O)C1 (centres undefined)	6%	nt	0.6%[50 µM]	?	nt	6%	0.1%	i	43	0.1	50	-6%
COc1cccc(CNC(=O)C2CC(=O)N(c3ccc4c(c3)OCCO4)C2)c1 (centres undefined)	3%	nt	0.9%[50 µM]	i	0.6	1%	1.8%	i	31	1.3	69	0%
O=C(NCC1CCCO1)c1ccc(CS(=O)(=O)c2c(Cl)cccc2Cl)o1 (centres undefined)	0%	1	-1.9%	i	1.4	14%	0.8%	i	64	0.6	59	10%

High-throughput results: PubChem BioAssay, several laboratories
